# Compound activity deposited in PubChem BioAssay by National Center for Advancing Translational Sciences (NCATS).
# FBPA Giardia inh: inhibitors of Giardia lamblia fructose-1,6-bisphosphate aldolase; actives 0.71% (n = 290,000); Potency, µM (top dose mostly 59.6 µM), inactives show at the highest dose activity, negative = inhibition, actives largely listed as inhibitors; purified Giardia FBPA; A8B2U2; AID 2451; note: potency is the fitted concentration of half-maximal effect; % is set by controls: 0 for no effect and ±100 for the full control effect; nearly all actives have a fitted effect of over 55% in size
# Target sequence (A8B2U2 whole entry, looked up): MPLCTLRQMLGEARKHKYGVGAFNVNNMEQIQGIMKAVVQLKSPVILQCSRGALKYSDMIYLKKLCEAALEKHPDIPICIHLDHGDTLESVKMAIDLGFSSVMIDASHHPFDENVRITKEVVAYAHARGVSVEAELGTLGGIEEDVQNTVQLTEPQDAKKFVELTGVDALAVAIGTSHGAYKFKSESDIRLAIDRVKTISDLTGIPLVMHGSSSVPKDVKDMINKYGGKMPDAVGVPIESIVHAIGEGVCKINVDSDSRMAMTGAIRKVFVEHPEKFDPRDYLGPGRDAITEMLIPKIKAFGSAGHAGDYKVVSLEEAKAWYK
#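 Giardia FBPA (40 nM reagent) was preincubated 10 min at RT with compound (up to 57.5 uM final), then substrate plus GAPDH/TPI/NAD/arsenate coupling system with diaphorase/resazurin was added; resorufin fluorescence (525/598 nm) was read after 20 min.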
# AmpC inh detg: inhibitors of E. coli AmpC beta-lactamase with detergent | P00811 | AmpC hydrolysis of nitrocefin, absorbance 480 nm, 0.01% Triton | Potency, µM (top dose mostly 114 µM), for inactives: at the top dose activity change, negative = inhibition, most hits filed as inhibitors | actives 0.041% (n = 370,000) | AID 485294;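 note: potency is the fitted concentration of half-maximal effect; 0% = no-compound wells and -100% = no-enzyme wells; nearly all actives have a fitted effect of over 25% in size; some results filed as inactive show a strong effect at the top dose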
# Target sequence (P00811 whole entry, looked up): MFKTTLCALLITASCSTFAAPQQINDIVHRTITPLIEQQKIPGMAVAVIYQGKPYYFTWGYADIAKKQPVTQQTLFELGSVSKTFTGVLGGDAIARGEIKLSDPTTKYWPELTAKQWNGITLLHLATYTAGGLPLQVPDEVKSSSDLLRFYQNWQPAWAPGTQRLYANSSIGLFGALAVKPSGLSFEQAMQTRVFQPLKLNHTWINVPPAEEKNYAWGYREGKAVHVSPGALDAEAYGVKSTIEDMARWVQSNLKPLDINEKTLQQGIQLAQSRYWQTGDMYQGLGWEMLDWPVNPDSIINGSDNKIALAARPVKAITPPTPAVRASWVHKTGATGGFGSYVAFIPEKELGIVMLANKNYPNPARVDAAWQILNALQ
#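 AmpC (5.3 nM in the dispensed reagent) in 20 mM phosphate pH 7.0 with 0.01% (detergent screen) or 0.0001% Triton X-100 was preincubated with compounds for 15 min at room temperature. Nitrocefin was then added from an 800 uM solution, and hydrolysis was followed at 480 nm.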
# HCMV antiviral: inhibitors of human cytomegalovirus | HFF cells, HCMV-luciferase reporter, 72 h; active compounds read low | AID 1259415 | activity change, negative = inhibition, % at 57.5 µM | actives 4.5% (n = 410,000); in the data active = activity change below about -60%; inconclusive = no clear call, values can overlap the other calls; inactive = above about -39%; note: % is set by controls: 0 for no effect and ±100 for the full control effect
#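 HFF cells seeded 16 h at 37C, treated with compounds, infected with luciferase-reporter HCMV at MOI 1 PFU/cell; luciferase read at 72 h post infection, normalized to buffer-only and Salinomycin controls.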
# Shiga inhibitor: inhibitors of Shiga toxin in Vero cells; actives 9.2% (n = 290,000); AID 2315; Vero cells, Shiga toxin protein synthesis inhibition reporter; inhibition, % at 38.7 µM; in the data active = inhibition mostly above about 28%, no sharp cut-off; inactive = mostly below about 43%; note: 0% is about no effect
# AMA1 RON2 block: inhibitors of Plasmodium falciparum AMA1-RON2 interaction | AlphaScreen AMA1-biotinylated RON2 peptide binding | Potency, µM (doses to about 58.2 µM), for inactives: at the highest dose activity change, negative = inhibition, actives largely listed as inhibitors | actives 0.2% (n = 360,000) | AID 720542;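 note: potency is the fitted concentration of half-maximal effect; 0% = vehicle wells and -100% = peptide control; nearly all actives have a fitted effect of over 45% in size; some results filed as inactive show a strong effect at the top dose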
#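 AMA1 (3D7) with his tag at 25 nM final met compounds first, then biotinylated RON2 peptide at 25 nM; detection used donor plus acceptor beads, 10 µg/mL apiece, read by AlphaScreen after 30 min at room temperature.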
# AmpC no deterg: blocks E. coli AmpC beta-lactamase in detergent-free assay; P00811; AmpC nitrocefin hydrolysis, absorbance 480 nm, 0.0001% Triton; Potency, µM (doses to about 57.1 µM), for inactives: at the highest dose activity change, negative = inhibition, usual class: inhibitors; actives 0.52% (n = 330,000); AID 485341;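 note: potency is the fitted concentration of half-maximal effect; plate controls were no compound for no effect and no enzyme for full effect; nearly all actives have a fitted effect of over 20% in size; some results filed as inactive show a strong effect at the top dose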
#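 20 mM phosphate pH 7.0 + 0.01% (detergent screen) or 0.0001% Triton X-100; 5.3 nM AmpC reagent; cpd preinc 15 min RT; nitrocefin (800 uM stock) to start; A480 q20 s × 4 min; Activity was normalised to no-enzyme and no-compound control wells.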
# CHX counter: counter-screen for Shiga toxin inhibitors: cycloheximide protein synthesis inhibition; cell reporter, cycloheximide protein synthesis inhibition counterscreen; max response, %; actives 12% (n = 300,000); AID 2314; in the data active = max response mostly above about 13%, no sharp cut-off; inactive = mostly below about 14%; note: read at 38.3 µM for the half of the compounds with a filed dose; 0% is about no effect
# Numbers without * were called inactive; ? = inconclusive; nt = no result given; & = joins results of further samples; [ ] = remark or other dose. Unless noted, calls come from the whole dose curve; as a rule, active = well fitted curve in the direction sought with a large enough effect; inconclusive = small, poorly fitted or top-dose-only effect, or another doubt; inactive = no such curve, though single readings can be large; an effect the other way counts as inactive or inconclusive.
(1) Cc1ccc(S(=O)(=O)O/N=C2\CCCc3ccccc32)cc1
(2) CCn1c(SC)nnc1-c1sc2cc(Cl)ccc2c1Cl
(3) CCOc1ccccc1-n1ccn(CC(=O)Nc2ccc(Br)cc2F)c(=O)c1=O
(4) CC(=O)c1c(C)[nH]c(C(=O)OCC(=O)c2c(N)n(CC(C)C)c(=O)n(C)c2=O)c1C
(5) CC(C)(C)OC(=O)N1CCC(c2c(C(=O)N3CCN(C(=O)c4ccco4)CC3)cnn2-c2cccc(Cl)c2)CC1
(6) COC(=O)c1cccc(S(=O)(=O)N(Cc2ccco2)Cc2cc3cc(OC)c(OC)cc3[nH]c2=O)c1
(7) CNCCc1ccccc1
(8) CCOC(=O)c1ccc(N2C(=O)CC(N3CCC(C#N)(c4ccccc4)CC3)C2=O)cc1 (stereo not given)
assay / compound	1	2	3	4	5	6	7	8
FBPA Giardia inh	?	-15%	nt	nt	1%	-1%	4%	-2%
AmpC inh detg	-8%	-12%	-9%	5%	-2%&-5%	?	-6%	-10%
HCMV antiviral	90	?	-14	63	-19&-1	6	nt	0
Shiga inhibitor	-5	71*	nt	nt	-8	15	-7	-14
AMA1 RON2 block	11%	-2%	-6%	-4%	-16%	-5%	nt	4%
AmpC no deterg	-13%	30%	-3%	-16%	202%[activator]	91%[activator]	-3%	74%[activator]
CHX counter	-5	14*	nt	nt	-1	-1	-7	-4

(9) CCCCC1(C)OC(=O)C(=Cc2c[nH]c3ccccc23)C(=O)O1 (stereo not given)
(10) O=C(c1ccccc1)c1cc2ccc(O)cc2oc1=O
(11) C[N+]12CCC(CC1)C(OC(=O)C(O)(c1ccccc1)c1ccccc1)C2 (stereo not given)
(12) O=C(CSc1nc2ccc([N+](=O)[O-])cc2s1)c1ccc2ccccc2c1
(13) CC(C)(C)NC(=O)C(c1ccc(-c2ccccc2)cc1)N(C[C@H]1CC[C@@H]([C@@H]2CC[C@H](CO)O2)O1)C(=O)c1ccc2ccccc2c1 (stereo not given in full)
(14) NS(=O)(=O)c1ccc(CCNC(=O)CCNS(=O)(=O)c2ccccc2C(F)(F)F)cc1
(15) O=C(N/N=C/c1ccoc1)c1ccccc1
(16) O=C(CSc1nnc(-c2cccnc2)n1Cc1ccccc1)NCc1ccco1
assay / compound	9	10	11	12	13	14	15	16
FBPA Giardia inh	8%	14%	-5%&5%	-1%	nt	nt	-3%	-4%
AmpC inh detg	3%	1%	?	-3%	nt	0%	-13%	?
HCMV antiviral	-1	-4	106	48	-100*	4	51	-28
Shiga inhibitor	-8	36	-3	-9	nt	nt	61*	-18
AMA1 RON2 block	-22%	-13%	-6%	-3%	-14%	12%	-8%	-2%
AmpC no deterg	-35%	-26%	-9%	-23%	191%[activator]	-13%	4%	39%
CHX counter	-2	21*	-3	-1	nt	nt	37*	-10

(17) CC(=O)Nc1ccc(S(=O)(=O)N(C)CC(=O)OCC(=O)N2CCCCC2)cc1
(18) CC1(C)NC(=O)N(CCCCOc2ccc(Cl)cc2)C1=O
(19) O=C(NCCNS(=O)(=O)c1ccccc1Cl)c1cc(OCC(F)(F)F)ccc1OCC(F)(F)F
(20) Cc1ccc(S(=O)(=O)n2ccc3c(OCCOCCNCc4ccc(F)cc4)cccc32)cc1
(21) N#Cc1ccc(-c2csc(NNC(=O)c3ccccc3)n2)cc1
(22) CC(=O)c1ccc(OCC(O)CN2CCN(CCN3C(=O)c4cccc5cccc(c45)C3=O)CC2)cc1 (stereo not given)
(23) O=C(O)CCC(CNS(=O)(=O)c1ccccc1)C(F)(F)F (stereo not given)
(24) CCCCSc1nc(NCc2ccco2)c2c3c(sc2n1)COC(C)(C)C3
assay / compound	17	18	19	20	21	22	23	24
FBPA Giardia inh	nt	0%	-3%	4%	2%	-19%	-2%	-7%
AmpC inh detg	?	-2%	-5%	5%	-13%	-5%	-10%	1%
HCMV antiviral	-30	4	19	-101*	-31	-84*	-30	?
Shiga inhibitor	nt	-6	-9	-5	-4	-2	-14	70*
AMA1 RON2 block	7%	6%	42%[activator]	-12%	82%[activator]	-11%[11.6 µM]	0%	-8%
AmpC no deterg	-17%	33%	4%	179%[activator]	-37%	164%[activator]	-7%	2%
CHX counter	nt	-3	-5	-3	1	-2	-3	44*

(25) CCN1CCN(c2cc(SC(C)C)nc(-c3ccc(OC)cc3)n2)CC1
(26) O=Cc1ccc2c(c1)CCN2Cc1ccccc1
(27) NC(=O)CSc1nnc(COc2ccccc2)n1Cc1ccco1
(28) CSCCC(NC(=O)c1cccc([N+](=O)[O-])c1)C(=O)O (stereo not given)
(29) Clc1ccc(C2CSc3c4ncnc-4ncn32)cc1 (stereo not given)
(30) Cc1cccc(-n2ncc3c(N4CCC5(CC4)OCCO5)ncnc32)c1
(31) COc1ccc2nc(NC(=O)CS(=O)(=O)Cc3ccccc3)sc2c1
(32) CC(=O)Nc1ccc(SCC(=O)N(C)C2CCS(=O)(=O)C2)cc1 (stereo not given)
assay / compound	25	26	27	28	29	30	31	32
FBPA Giardia inh	-18%	-1%	3%	6%	17%	3%	4%	1%
AmpC inh detg	2%	3%	-7%	-2%	2%	5%	-7%	-2%
HCMV antiviral	-31	-1	-38	2	-30	92	-35	40
Shiga inhibitor	-18	16	18	-2	12	49	-2	-13
AMA1 RON2 block	-27%	0%	4%	4%[2.32 µM]	76%[activator]	-5%	-11%	-5%
AmpC no deterg	179%[activator]	-19%	-4%	-21%	-22%	-17%	-38%[11.4 µM]	-27%
CHX counter	-4	33	1	-3	-1	13*	3	-2

(33) COC(=O)c1ccc(-c2ccc(C(=O)N3CCCN(C)CC3)cc2)cc1
(34) O=C(Nc1ccc(N2CCOCC2)c(S(=O)(=O)Nc2ccccc2Cl)c1)c1ccc(F)cc1
(35) Cc1c(NC(=O)Cc2ccccc2)cccc1C(=O)NN1C(=O)c2ccccc2C1=O
(36) O=C(Cn1cccc1C(=O)c1ccccc1)NCc1cccnc1
(37) Cc1cc(NS(=O)(=O)c2ccc(Cl)cc2)nn1CC(=O)NCc1ccco1
(38) CN(CC(=O)OCC(=O)NCc1ccccc1)S(=O)(=O)c1ccc(F)cc1
(39) COc1ccc(NC(=O)C2C3CCC(O3)C2C(=O)O)c(OC)c1 (stereo not given)
(40) CN(C)C1(CNC(=O)Nc2ccccc2)CCCCC1
assay / compound	33	34	35	36	37	38	39	40
FBPA Giardia inh	-7%	nt	6%	-2%	2%	nt	-3%	-7%
AmpC inh detg	-11%	nt	?	4%	-6%	-2%	0%	?
HCMV antiviral	nt	29	?	5	45	-14	21	-7
Shiga inhibitor	50	nt	-2	-23	14	nt	37	-4
AMA1 RON2 block	nt	-8%	7%	1%	2%	8%	-5%	7%
AmpC no deterg	-5%	?	-38%	-15%	-25%	-4%	-1%	-25%
CHX counter	16	nt	0	-1	6	nt	29*	-2

(41) CCOCCc1nnc(NC(=O)c2cc(OC)c(OC)c(OC)c2)s1
(42) O=C(Cc1ccccc1)Nc1cccc(C(=O)O)c1O
(43) CCc1c(C)nn(C(=O)/C(C#N)=C\N(C)C)c1C
(44) Cc1nc(C)c(C(=O)N2CCCC(C(=O)c3ccc4ccccc4c3)C2)s1 (stereo not given)
(45) O=C(C1CCN(c2ncnc3c2nc2n3CCCCC2)CC1)N1CCCCC1
(46) CC(=O)NCC(=O)N(C)C(C(=O)Nc1ccc2c(c1)OCCO2)c1ccccc1 (stereo not given)
(47) O=C(CNS(=O)(=O)c1ccc([N+](=O)[O-])cc1)N/N=C\c1ccc(O)cc1
(48) CN1CCCN(C(=O)/C=C/c2ccc(F)cc2)CC1
assay / compound	41	42	43	44	45	46	47	48
FBPA Giardia inh	0%	21%	4%	-12%	nt	-3%	2%	1%
AmpC inh detg	4%	4%	5%	?	-1%	-1%	?	-9%
HCMV antiviral	42	-34	-35	-21	-19	67	?	9
Shiga inhibitor	-7	12	27	42	1	17	-5	9
AMA1 RON2 block	-3%	-16%	19%	-11%	11%	12%	21%	-9%
AmpC no deterg	-22%	-11%	-5%	186%[activator]	44%	-13%	110%[activator]	-12%
CHX counter	-2	14	-5	1	9	-2	9	16*

(49) O=C(c1ccc([N+](=O)[O-])cc1)N1CCN(c2ncc(Br)cn2)CC1
(50) COc1cc(C2Nc3cc(Cl)c(S(N)(=O)=O)cc3S(=O)(=O)N2)cc(OC)c1OC (stereo not given)
(51) CCn1c(NCc2ccc(N(C)C)cc2)nc2ccccc21
(52) CCN(CC)CCC(c1ccc(OC)cc1)c1c(OC)cc(OC)c2c(C)cc(=O)oc12 (stereo not given)
(53) Cc1ccccc1/C(N)=N/OC(=O)N1c2ccccc2Sc2ccccc21
(54) CCOC(=O)C1=C(C)N(c2ccc(C)cc2)C(=O)/C1=C\c1cccs1
(55) CCOc1c(Cl)cc(C(=O)NCCN2CCCCC2)cc1Cl
(56) O=C(CCCSc1nc2ccccc2[nH]1)NCc1ccccc1F
assay / compound	49	50	51	52	53	54	55	56
FBPA Giardia inh	-3%	-7%	1%	4%	6%	1%	7%	1%
AmpC inh detg	3%	-12%	?	nt	-2%	-1%	?	8%
HCMV antiviral	-29	12	94	nt	-21	-36	9	-36
Shiga inhibitor	-6	-4	35*	124*	7	17	1	4
AMA1 RON2 block	-10%	-1%	-21%	nt	-20%	-14%	1%	-19%
AmpC no deterg	-8%	-10%	-31%	nt	-46%	-35%	1%	-34%
CHX counter	-4	-5	30*	53*	7	10	-4	7

(57) COc1ccc2c(C)cc(=O)oc2c1C
(58) CCN(CC(=O)NC(=O)NC1CCCC1)Cc1ccccc1
(59) O=C(Nc1ccc(C(=O)N2CCOCC2)cc1)c1cnn2c(C(F)F)cc(-c3ccccc3)nc12
(60) CCOc1ccccc1C(=O)Nc1cccc(-c2ccc3nncn3n2)c1
(61) N#CC1=C(N)N(c2ccc(F)cc2)C(=O)C1
assay / compound	57	58	59	60	61
FBPA Giardia inh	3%	nt	3%	5%	?
AmpC inh detg	-19%	-14%	3%	7%	-3%
HCMV antiviral	1	-36	39	?	6
Shiga inhibitor	5	nt	7	-8	19
AMA1 RON2 block	-13%	3%	0%	-8%	2%
AmpC no deterg	-1%	-16%	-1%	60%[activator]	-2%
CHX counter	6	nt	-1	-2	-2

# Not a hit list; about 16% have a hit in one of these screens.
